# Screening results (PubChem)
# procasp7 counter: counter-screen: procaspase-7 (human) activation | 330,000 compounds, 0.093% hits | P55210 | recombinant procaspase-7, Ac-DEVD-pNA absorbance 405 nm; D23A/D198A/D206A triple mutant, cannot self-cleave; scale: DMSO 0, 5 µM enzyme 100 | activation, % at 8.5 µM;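 active = percent activation above the screen-wide mean plus 3 SD, cut at about 25% in these data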
# Target sequence (P55210 whole entry D23A/D198A/D206A): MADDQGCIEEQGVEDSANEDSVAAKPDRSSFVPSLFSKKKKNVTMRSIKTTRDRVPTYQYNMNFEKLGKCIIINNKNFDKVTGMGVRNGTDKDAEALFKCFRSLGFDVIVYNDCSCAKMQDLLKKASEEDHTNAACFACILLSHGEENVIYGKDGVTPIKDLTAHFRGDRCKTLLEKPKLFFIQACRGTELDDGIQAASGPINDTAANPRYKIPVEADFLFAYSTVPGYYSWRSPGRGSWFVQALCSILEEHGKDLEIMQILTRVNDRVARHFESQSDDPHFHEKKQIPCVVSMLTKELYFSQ
#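 Test system: Procaspase-7 triple mutant (PC-7 D3A). Also added: Ac-DEVD-pNA substrate, 400 µM as added. Schedule: 1 h enzyme–compound preincubation and 2 h substrate reaction, both 25 °C. Signal: p-Nitroaniline absorbance at 405 nm, read at 0 and 120 min. Control set: low DMSO alone, high DMSO plus 5 µM PC-7.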
# core dimer inh: HCV core protein dimerization inhibition; TR-FRET GST/Flag-core106 dimerization, 1536-well; inhibition, % at 5 µM; 300,000 compounds, 0.33% hits;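 active = inhibition above the mean of all tested compounds plus 3 SD, set per screening campaign, cut at about 45% in these data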
#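 assay system = GST-tagged and Flag-tagged HCV core protein residues 1-106 | controls = unlabelled core106 and no-GST-core106 wells | incubation = compound-protein-antibody incubation 4 h at 22.5 °C | probe or stimulus = Eu donor and XL665 acceptor anti-tag antibodies | read-out = % inhibition based on acceptor/donor emission ratio | signal = TR-FRET 671 and 617 nm emission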
# PAFAH2 inh: PAFAH2 (human) inhibition; inhibition, % at 3.39 µM; 340,000 compounds, 0.99% hits; recombinant PAFAH2, FP-rhodamine activity probe, fluorescence polarization;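 active = inhibition above the mean over all tested compounds plus 3 SD, cut at about 30% in these data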;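 also: inhibitors block probe labeling of enzyme so polarization drops; 0% = enzyme with DMSO and 100% = wells lacking PAFAH2 protein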
# procasp3 activ: activators of human procaspase-3. P42574. activation, % at 8.5 µM. recombinant procaspase-3 D3A, Ac-DEVD-pNA absorbance 405 nm. 330,000 compounds, 0.11% hits;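 active = activation above the mean of all tested compounds plus 3 SD, cut at about 21% in these data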;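 also: 0% = DMSO alone and 100% = DMSO wells spiked with extra 5 µM PC-3 D3A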
# Target sequence (P42574 whole entry D9A/D28A/D175A): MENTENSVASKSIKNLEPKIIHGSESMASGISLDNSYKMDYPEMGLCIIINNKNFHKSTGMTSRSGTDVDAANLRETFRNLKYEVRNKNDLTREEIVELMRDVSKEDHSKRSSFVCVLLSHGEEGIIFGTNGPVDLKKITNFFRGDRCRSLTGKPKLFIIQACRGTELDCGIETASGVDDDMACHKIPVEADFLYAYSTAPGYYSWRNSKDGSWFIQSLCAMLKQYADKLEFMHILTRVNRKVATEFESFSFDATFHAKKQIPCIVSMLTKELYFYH
#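 Compound: 8.5 µM single point, 0.8% DMSO / Material: Autoprocessing-dead procaspase-3 D3A mutant enzyme / Timing: 1 h preincubation plus 2 h reaction at 25 °C / Medium: Zinc-free HEPES/NaCl buffer with 0.01% Triton X-100 at pH 7.4 / Technique: 405 nm absorbance of p-nitroaniline, reads at 0 and 120 min / Repeats: one well per compound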
# AHR act: activates the human aryl hydrocarbon receptor | P35869 | AHR-responsive luciferase reporter cells, luminescence | activation, % at 5 µM | 320,000 compounds, 2.5% hits | AID 2796; in the data active = activation above about 47%;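 also: 0% = vehicle wells and 100% = reference agonist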
# PP1 counter: PP1-alpha (human) inhibition in PP5 counter-screen; purified PP1alpha, OMFP fluorescence; AID 2235; inhibition, % at 6.7 µM; 320,000 compounds, 0.9% hits; P62136;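 active = inhibition above the mean inhibition of all tested compounds plus 3 SD, computed separately for each screening campaign, cut at about 15% in these data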
# PP5 inh: blocks human protein phosphatase 5 activity | purified PP5c, OMFP substrate fluorescence | inhibition, % at 6.7 µM | AID 1987 | 320,000 compounds, 0.18% hits;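 active = inhibition above the campaign's mean inhibition across all tested compounds plus 3 SD, cut at about 9.5% in these data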;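 also: 0% = DMSO only and 100% = 100 µM cantharidin control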
# Target sequence (P53041 whole entry, looked up): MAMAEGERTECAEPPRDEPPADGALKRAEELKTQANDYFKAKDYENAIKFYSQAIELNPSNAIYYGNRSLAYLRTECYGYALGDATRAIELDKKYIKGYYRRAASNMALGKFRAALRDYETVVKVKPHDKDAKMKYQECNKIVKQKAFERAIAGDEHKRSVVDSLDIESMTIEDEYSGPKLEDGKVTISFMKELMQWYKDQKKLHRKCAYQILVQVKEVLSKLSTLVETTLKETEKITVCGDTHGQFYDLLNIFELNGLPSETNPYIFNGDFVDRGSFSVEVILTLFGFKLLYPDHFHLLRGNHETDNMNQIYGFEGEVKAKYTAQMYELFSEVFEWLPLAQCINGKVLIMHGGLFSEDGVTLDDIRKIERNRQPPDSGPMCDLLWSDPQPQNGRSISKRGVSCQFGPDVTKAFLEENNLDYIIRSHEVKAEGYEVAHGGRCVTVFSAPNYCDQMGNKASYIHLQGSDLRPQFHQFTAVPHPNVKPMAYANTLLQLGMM
# Fh CTSL1 inh: blocks F. hepatica cathepsin L1 in PFM18AAP counter-screen; inhibition, % at 5.96 µM; 300,000 compounds, 0.49% hits; recombinant F. hepatica cathepsin L1, Z-Leu-Arg-MCA fluorescence;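 active = inhibition above the mean of all tested compounds plus 3 SD, set per screening campaign, cut at about 17% in these data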;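 also: 0% = plate median of test compound wells and 100% = 1 µM Z-Phe-Ala-diazomethylketone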
# TPT1 inh: C. albicans TPT1 enzyme inhibition; recombinant caTPT1, FP RNA substrate dephosphorylation; inhibition, % at 5 µM; 300,000 compounds, 0.81% hits;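 active = inhibition above the mean of all tested compounds plus 3 SD, set per screening campaign, cut at about 24% in these data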;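 also: plate controls were DMSO alone for no effect and ferristatin control at 100 nM for full effect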
# * hit, by the source's call; · = not tested or not shown. Random draw from the library. Share with any hit: about 5.6%.
SMILES,procasp7 counter,core dimer inh,PAFAH2 inh,procasp3 activ,AHR act,PP1 counter,PP5 inh,Fh CTSL1 inh,TPT1 inh
CC(C)(C)c1ccc(Oc2ccc(N)cc2)cc1,-3,-9,-2,-1,-9,1,5.8,1,-1
O=C1C=C(c2cccc(Cl)c2O)C[C@@H](c2ccc(F)cc2)C1,-26,·,-4,-8,-1,2,2.3,·,·
C/C(=C/C(=O)O)C(=O)Nc1cccc(C(F)(F)F)c1,-1,0,0,-1,5,-3,2.9,4,0
Cc1cc(C)n(CC(C)NC(=O)CCc2nnc(CCc3ccccc3)o2)n1 (stereo not drawn),6,2,-1,6,-1,0,-1.5,-2,2
Cc1ccc(C2N(c3ccc(Cl)c(Cl)c3)C(=O)C3CCCN32)o1 (stereo not drawn),1,8,0,-8,12,-5,2.2,-5,-1
CN(C(=O)Nc1cnccc1C(F)(F)F)C1CCCCC1,-5,-3,2,-9,2,2,-0.1,-2,-1
O=C1CCC(C(=O)N2CCCCO2)CN1CCc1ccccc1 (stereo not drawn),2,2,6,7,6,0,2.6,0,1
CCCc1nnc(NC(=O)CCS(=O)(=O)Cc2ccccc2)s1,10,3,1,2,6,-4,-0.9,-8,1
Cc1ccc(NC(=O)Cn2nnc(C(=O)NCc3cccs3)c2N)cc1Cl,-1,0,-7,9,1,8,2.0,0,-2
CCOc1[nH]c(/N=C/c2ccco2)c(C#N)c1C#N,-11,-11,21,1,3,-5,3.2,1,-8
CC(=O)NC(Cc1ccccc1F)C(=O)NC1CCN(C(=O)c2cnccn2)CC1 (stereo not drawn),5,1,0,8,-2,-2,-0.7,5,3
C/C(CC(=O)NCc1ccc(F)cc1)=N\NC(N)=S,-5,2,-1,8,2,-9,0.9,7,3
CCOc1cccc(=O)c2c(C)oc(C)c12,6,-2,2,-6,-1,0,-1.3,-2,-3
CCN(CC)CCCn1c2c(c(SCC(=O)Nc3cc(OC)cc(OC)c3)nc1=O)CCC2,8,1,-2,-8,-1,-4,-0.9,-1,2
O=C(CSc1ncc(C(F)(F)F)cc1Cl)N1CCN(S(=O)(=O)c2ccc(Cl)cc2)CC1,-5,12,-3,-1,-1,5,7.0,-1,0
CCOc1ccc(N=C2NC(=O)S/C2=C\c2ccc(N(C)C)cc2)cc1,-23,-9,-74,-13,62*,1,-0.7,1,8
Cc1ccnc(NS(=O)(=O)c2ccc(NS(=O)(=O)c3ccc(Br)cc3)cc2)n1,2,4,-6,4,1,-3,-1.6,-2,1
CS(=O)(=O)c1ccc2nc(NC(=O)C3COc4ccccc4O3)sc2c1 (stereo not drawn),1,23,-6,2,19,1,1.8,2,-1
CC1(C)Cc2c(sc3nc(-c4ccccc4)n(N)c(=O)c23)CO1,-4,11,-5,-2,-1,-1,1.7,2,3
Cc1ccc(S(=O)(=O)N[C@H](C(=O)OCn2nnc3ccccc3c2=O)C(C)C)cc1,8,4,4,0,0,2,3.0,0,3
Cc1ccc(-c2c[n+]3c(n2-c2ccccc2)CCC3)cc1,6,2,-5,-1,1,-5,1.3,4,2
Cn1ccnc1SC(=O)N1c2ccccc2Sc2ccccc21,-22,-16,4,1,1,1,2.5,-4,0
CSc1nc2nc3c(cc2c(=O)n1-c1ccccc1)COC(C)(C)C3,-5,-1,-1,0,-1,-2,0.6,0,-8
CS(=O)(=O)N(CC(=O)Nc1ccc2c(c1)OCO2)c1ccc2c(c1)OCO2,2,2,5,1,5,2,1.5,-3,0
COc1ccc(S(=O)(=O)N2CCOCC2)cc1C(=O)NCC(c1ccco1)N1CCCC1 (stereo not drawn),2,·,-7,1,0,-8,0.9,·,·
CCOc1cc(C2C(C(=O)c3ccco3)=C(O)C(=O)N2Cc2ccccc2)ccc1O (stereo not drawn),-6,0,9,-2,4,5,-1.1,6,3
CC(=O)NNC(=O)c1cc2sccc2s1,5,1,8,4,2,-2,-1.1,2,2
CCn1c(SCC(=O)NC2(C#N)CCCCC2)nc2ccccc2c1=O,9,1,-2,4,8,2,0.9,-3,1
CC1(C)O[C@H]2CC(=O)OC[C@]23[C@H]2CC[C@@]4(C)[C@H](c5ccoc5)OC(=O)[C@H]5O[C@]54[C@]2(C)[C@@H](O)C[C@@H]13,4,·,-3,-3,-1,-2,0.4,·,·
COC(=O)c1ccc(NC(=O)CN(Cc2ccc(Cl)cc2)S(C)(=O)=O)cc1,-7,-2,1,4,-1,-1,0.2,0,1
O=C(c1ccc2c(c1)OCO2)N1CCN(c2ccccn2)CC1,6,-2,7,5,0,0,1.8,-3,3
CCCS(=O)(=O)c1nnnn1-c1cccc(OC)c1,-14,5,2,5,1,-3,0.2,3,0
CCCOc1ccc(CNC(=O)C2CCN(c3nnc(N4CCCC4=O)s3)CC2)cc1,-14,-16,1,3,1,2,2.7,1,-1
COc1cccc(CN2CCN(CCc3ccccc3)C(CCO)C2)c1OC (stereo not drawn),16,9,5,0,5,-2,1.6,-3,-2
Cc1cccc(NC(=S)N2CCN(c3cc(C)ccc3C)CC2)c1,3,6,4,-5,1,2,3.2,-3,-1
COc1ccc(CCNC(=O)C(=O)NCC2OCCN2S(=O)(=O)c2ccc(Br)cc2)cc1OC (stereo not drawn),8,-4,-6,3,-1,-1,-2.0,1,2
COc1ccc(OC)c(NC(=S)N2c3ccccc3CC2C)c1 (stereo not drawn),-9,5,-3,-11,24,1,0.8,1,2
COc1ccc(OC)c(C(=O)CN2C(=O)C(=O)N(C3CCCC3)C2=O)c1,1,·,0,-2,-1,·,·,·,·
CC(C)CN(C(=O)CN1CCC(C)CC1)c1c(N)n(CC(C)C)c(=O)[nH]c1=O,5,-1,-4,5,2,-3,-2.5,3,2
Cc1ccc(C(=O)Nc2ccc3c(c2)nc(CCNC(=O)c2ccco2)n3C)cc1,-11,12,7,-3,5,5,0.8,0,3
C=CCOC(=O)C1=C[C@@H](c2csc3ccccc23)[C@H](CCCO)[C@@H](OCC)O1,4,1,2,7,2,0,2.1,0,-2
Nn1c(SCC(=O)NCCC2=CCCCC2)nnc1C(F)(F)F,17,-5,-1,6,50*,0,-0.8,1,-3
CC(C)c1c(C(=O)N/N=C/C2CC=CCC2)nnn1-c1nonc1N (stereo not drawn),-1,-10,2,-11,6,2,0.2,-6,1
COc1ccc(Cn2ccnc2SCC(=O)Nc2ccccc2)cc1,-1,2,-30,-8,0,-1,0.0,1,-2
CCC(C)NC(=O)CNS(=O)(=O)c1ccc(C)cc1 (stereo not drawn),11,-8,6,10,2,-5,1.8,5,4
C=CCNC(=O)COC(=O)COc1ccc(Cl)cc1C,-4,-4,2,8,1,-3,-1.8,-15,-2
O=C(N=Nc1c(O)n(Cc2ccccc2)c2ccccc12)c1ccc(O)cc1,3,13,-14,-10,-4,7,5.7,4,0
COc1ccc([C@@H]2CC=C(C(=O)O)[C@H](c3cccc(Cl)c3)N2S(=O)(=O)c2ccccc2C)cc1,5,31,3,6,-2,3,-1.8,-1,-4
COc1ccc(NC(=O)c2ccc(C(=O)c3ccccc3)o2)cc1,8,-2,-3,3,-1,-2,-2.0,2,0
O=C(CCn1cccc(C(F)(F)F)c1=O)Nc1cccc(C(F)(F)F)c1,1,2,·,0,-7,-5,2.2,0,2
Cc1ccc(C(=O)O)cc1NC(=O)CCc1ccccc1,-3,9,9,-5,-3,-2,2.5,-3,-1
CC(C)N1CCN(Cc2coc3ccccc3c2=O)CC1CCO (stereo not drawn),-11,-1,-9,8,3,-4,-0.5,-3,-1
Cc1cccc(C)c1OCC(=O)NNC(=O)Nc1ccc(Cl)cc1,13,-4,4,3,1,3,0.3,-8,2
Cn1nc(C(F)(F)F)c(CNC(=O)C(C)(C)CCl)c1N1CCOCC1,7,0,7,-3,1,-5,0.6,2,2
CC(=O)c1sc(N)nc1C,6,-1,1,1,-2,-3,0.4,4,-2
CC(C)(C)NC(=O)NC(=O)COC(=O)Cn1c(C(F)(F)F)nc2ccccc21,2,5,9,4,-2,11,2.5,-6,0
COc1ccc(C(=O)Nc2ccccc2NC(=O)c2ccc(OC)cc2)cc1,10,2,3,-7,2,-4,-1.2,-4,-1
CCc1noc(C)c1C(=O)N1CCN(S(=O)(=O)c2ccc(Cl)s2)CC1,1,0,1,2,2,2,-0.1,0,0
Cc1cc(NC(=O)CCCC(=O)N(CC(=O)NC2CCCCC2)c2ccccc2)no1,20,4,-2,2,0,-1,-0.5,-1,-7
O=c1c2ccccc2ncn1CCCCOc1ccc(Br)cc1,-2,-3,9,-4,2,3,0.3,3,2
# (continued)
SMILES,procasp7 counter,core dimer inh,PAFAH2 inh,procasp3 activ,AHR act,PP1 counter,PP5 inh,Fh CTSL1 inh,TPT1 inh
COc1ccc(O)c(C(=O)c2cc(C#N)c(=O)n(-c3ccc(Cl)cc3)c2)c1,-11,5,-3,-6,6,-2,-1.8,-3,48*
Cc1cccc(NS(=O)(=O)c2c(C)noc2C)c1,8,-2,3,-7,0,-11,1.7,-3,-3
Cc1cc(=O)n2[nH]c(NCc3c(F)cccc3Cl)nc2n1,5,-1,-1,-8,2,0,3.5,3,0
OCC[C@@H]1C[C@H](O)[C@@H](O)[C@@]2(Cc3ccccc3CO2)O1,-10,-7,4,-6,0,-3,-0.2,3,-2
CSc1ccccc1NC(=O)COC(=O)CCC(=O)c1ccc(F)cc1,2,·,5,-1,31,·,·,·,·
NC(=O)CN1C(=O)C(O)(CC(=O)/C=C\C=C\c2ccccc2)c2ccccc21 (stereo not drawn),-3,-9,5,-2,-5,3,0.8,3,-3
O=C1C(NS(=O)(=O)c2ccc(Cl)cc2)=C(N2CCCCC2)C(=O)c2ccccc21,-10,-9,9,8,20,4,4.6,-4,-2

# In the list so far, these have an aryl thioether with sulfur outside any ring.
SMILES,procasp7 counter,core dimer inh,PAFAH2 inh,procasp3 activ,AHR act,PP1 counter,PP5 inh,Fh CTSL1 inh,TPT1 inh
CCN(CC)CCCn1c2c(c(SCC(=O)Nc3cc(OC)cc(OC)c3)nc1=O)CCC2,8,1,-2,-8,-1,-4,-0.9,-1,2
O=C(CSc1ncc(C(F)(F)F)cc1Cl)N1CCN(S(=O)(=O)c2ccc(Cl)cc2)CC1,-5,12,-3,-1,-1,5,7.0,-1,0
CSc1nc2nc3c(cc2c(=O)n1-c1ccccc1)COC(C)(C)C3,-5,-1,-1,0,-1,-2,0.6,0,-8
CCn1c(SCC(=O)NC2(C#N)CCCCC2)nc2ccccc2c1=O,9,1,-2,4,8,2,0.9,-3,1
Nn1c(SCC(=O)NCCC2=CCCCC2)nnc1C(F)(F)F,17,-5,-1,6,50*,0,-0.8,1,-3
COc1ccc(Cn2ccnc2SCC(=O)Nc2ccccc2)cc1,-1,2,-30,-8,0,-1,0.0,1,-2
CSc1ccccc1NC(=O)COC(=O)CCC(=O)c1ccc(F)cc1,2,·,5,-1,31,·,·,·,·
